core dimer inh = inhibitors of HCV core protein dimerization, primary screen, biochemical, TR-FRET, high-throughput | inhibition, % at 5 µM | TR-FRET GST/Flag-core106 dimerization, 1536-well | AID 1899, 2009 | 0.33% of 300,000 active;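 active = inhibition above the mean of all tested compounds plus 3 SD, set per screening campaign, cut at about 45% in these data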
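assay system = GST-tagged and Flag-tagged HCV core protein residues 1-106 | controls = unlabelled core106 and no-GST-core106 wells | incubation = compound-protein-antibody incubation 4 h at 22.5 °C | probe or stimulus = Eu donor and XL665 acceptor anti-tag antibodies | read-out = % inhibition based on acceptor/donor emission ratio | signal = TR-FRET 671 and 617 nm emission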
ZTA DNA inh = ZTA (EBV) inhibition in EBNA-1 counter-screen. P03206. ZTA-DNA binding, fluorescence polarization. inhibition, % at 11 µM. 0.15% of 320,000 active. AID 2234; in the data active = inhibition above about 33%
Target sequence (P03206 whole entry, looked up): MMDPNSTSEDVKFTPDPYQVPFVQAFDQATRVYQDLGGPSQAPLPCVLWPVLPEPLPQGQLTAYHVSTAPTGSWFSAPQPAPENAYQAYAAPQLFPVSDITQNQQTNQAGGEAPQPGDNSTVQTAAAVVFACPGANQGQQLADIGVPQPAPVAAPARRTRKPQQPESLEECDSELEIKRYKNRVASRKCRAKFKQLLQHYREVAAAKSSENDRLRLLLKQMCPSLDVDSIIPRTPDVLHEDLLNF
PP5 inh = PP5 phosphatase inhibitors, primary screen, biochemical, fluorescence. AID 1987, 2009. inhibition, % at 6.7 µM. 0.18% of 320,000 active. purified PP5c, OMFP substrate fluorescence. Serine/threonine-protein phosphatase 5 (Homo sapiens), P53041;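 active = inhibition above the campaign's mean inhibition across all tested compounds plus 3 SD, cut at about 9.5% in these data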;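 also: 0% = DMSO only and 100% = 100 µM cantharidin control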
EBNA-1 inhibitor = EBNA-1 DNA-binding inhibitors, primary screen, biochemical, fluorescence polarization. inhibition, % at 14.8 µM. 0.34% of 300,000 active. AID 1950, 2009; in the data active = inhibition above about 28%
CR mimetic SO = reduction of superoxide in aged yeast, primary screen, HTS | S. cerevisiae aged cells, superoxide DHE fluorescence; stronger effect = lower value | 0.18% of 330,000 active | superoxide response (% of plate mean), % at 10 µM;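 active = superoxide response under a set limit, about three screen SD below normal, cut at about 65% in these data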;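 also: yeast aged for seven days with compound at 30 °C before DHE staining; 100% = average MFI of all compound-treated wells on the plate with controls excluded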
TPT1 inhibitor = Candida albicans TPT1 enzyme inhibitors, primary screen, biochemical, fluorescence polarization; 0.81% of 300,000 active; tRNA 2'-phosphotransferase TPT1 (Candida albicans SC5314); inhibition, % at 5 µM; recombinant caTPT1, FP RNA substrate dephosphorylation;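 active = inhibition above the mean of all tested compounds plus 3 SD, set per screening campaign, cut at about 24% in these data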;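 also: plate controls were DMSO alone for no effect and ferristatin control at 100 nM for full effect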
PP1 inh = PP1-alpha phosphatase inhibitors, primary screen, counter-screen for PP5 inhibitor project, biochemical, fluorescence, OMFP substrate, single point | AID 2235, 2010 | 0.9% of 320,000 active | inhibition, % at 6.7 µM | purified PP1alpha;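 active = inhibition above the mean inhibition of all tested compounds plus 3 SD, computed separately for each screening campaign, cut at about 15% in these data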
Target sequence (P62136 whole entry, looked up): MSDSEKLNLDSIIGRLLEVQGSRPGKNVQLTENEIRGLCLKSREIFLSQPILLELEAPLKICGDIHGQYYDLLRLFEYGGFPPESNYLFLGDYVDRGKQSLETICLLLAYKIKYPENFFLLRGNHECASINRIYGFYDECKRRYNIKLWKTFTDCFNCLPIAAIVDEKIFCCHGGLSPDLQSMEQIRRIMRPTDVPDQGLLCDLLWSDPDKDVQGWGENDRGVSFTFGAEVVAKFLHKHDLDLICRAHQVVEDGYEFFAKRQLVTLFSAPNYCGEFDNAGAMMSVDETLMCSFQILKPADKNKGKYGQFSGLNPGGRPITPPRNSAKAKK
CTSL1 counter = Fasciola hepatica cathepsin L1 inhibitors, primary screen, counter-screen for PFM18AAP inhibitor project, biochemical, QFRET, fluorogenic peptide substrate | recombinant F. hepatica cathepsin L1, Z-Leu-Arg-MCA fluorescence | inhibition, % at 5.96 µM | 0.49% of 300,000 active | AID 1906, 2009;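 active = inhibition above the mean of all tested compounds plus 3 SD, set per screening campaign, cut at about 17% in these data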;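 also: 0% = plate median of test compound wells and 100% = 1 µM Z-Phe-Ala-diazomethylketone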
JMJD2C inh = inhibitors of GASC-1 histone demethylase, primary screen, biochemical, fluorescence, DELFIA europium; GST-JMJD2C(1-420) H3K9me3 demethylation; inhibition, % at 2.35 µM; Lysine-specific demethylase 4C (Homo sapiens), Q9H3R0; 0.069% of 330,000 active;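 active = more than half of a compound's replicate wells show inhibition beyond 50%, single wells judged on their own value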;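 also: signal counts dimethyl H3K9 product captured on neutravidin plate; 0% = median of DMSO wells and 100% = 0.3 times that DMSO median; strong numbers were not always called active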
* hit, by the source's call; nt = no result given.

A first look, 13 compounds:
#	molecule	core dimer inh	ZTA DNA inh	PP5 inh	EBNA-1 inhibitor	CR mimetic SO	TPT1 inhibitor	PP1 inh	CTSL1 counter	JMJD2C inh
1	Cc1cc(C(=O)Nc2sc3c(c2C#N)CCC(C(C)(C)C)C3)no1 (centres undefined)	9	-1	-1.3	8	98	-1	0	3	14
2	CC(=O)N1c2ccc(S(=O)(=O)N(C)CC(=O)NCc3ccccc3)cc2CC1C (centres undefined)	0	-5	-0.3	-8	84	-2	-2	0	1
3	Cc1ccc(-n2c(=O)[nH]cc(C(=O)Nc3ccc4c(c3)OCO4)c2=O)cc1C	2	-7	4.4	-4	102	-5	-2	2	-15
4	CCOC(=O)c1cccc(NC(=O)c2cnc3ccccc3n2)c1	8	-1	0.4	0	119	-3	-2	-1	2
5	O=C(CSc1nnnn1C1CCCCC1)NCCc1ccccc1	-7	-11	-2.2	1	86	3	-3	3	-5
6	Cc1ccc(C(=O)NCc2ccccn2)cc1NC1=NC2CS(=O)(=O)CC2S1 (centres undefined)	-3	11	0.9	-5	112	3	-4	2	8
7	Cc1ccc(-c2ccc(/C=N/n3cnnc3)o2)cc1	-4	14	2.0	-4	108	0	-1	2	-17
8	CC(C)OC(=O)Cn1c(=O)sc2ccccc21	-3	3	1.2	8	93	1	-3	-1	4
9	CC(C)c1nc(SCC(=O)NC(=O)NC(C)(C)C)n[nH]1	0	2	0.2	1	98	-2	0	2	-3
10	O=C(NCCCN1CCC(Cc2ccccc2)CC1)c1ccc2nc(N3CCOCC3)sc2c1	2	-23	-4.0	-7	101	-1	10	8	-1
11	Cc1cc(NC(=O)Cc2csc(-c3ccccc3)n2)ccc1Br	4	25	2.4	6	82	-3	2	1	-8
12	Cc1csc(NC(=O)C2CCCCN2S(=O)(=O)c2ccccc2)n1 (centres undefined)	2	-3	-2.6	1	98	2	0	-2	9
13	CCCCOC(=O)c1ccc(NC(=S)NC(=O)c2ccco2)cc1	7	-5	4.2	2	97	0	-1	3	4

Main list, from the start:
#	molecule	core dimer inh	ZTA DNA inh	PP5 inh	EBNA-1 inhibitor	CR mimetic SO	TPT1 inhibitor	PP1 inh	CTSL1 counter	JMJD2C inh
1	Cc1cc(C(=O)Nc2sc3c(c2C#N)CCC(C(C)(C)C)C3)no1 (centres undefined)	9	-1	-1.3	8	98	-1	0	3	14
2	CC(=O)N1c2ccc(S(=O)(=O)N(C)CC(=O)NCc3ccccc3)cc2CC1C (centres undefined)	0	-5	-0.3	-8	84	-2	-2	0	1
3	Cc1ccc(-n2c(=O)[nH]cc(C(=O)Nc3ccc4c(c3)OCO4)c2=O)cc1C	2	-7	4.4	-4	102	-5	-2	2	-15
4	CCOC(=O)c1cccc(NC(=O)c2cnc3ccccc3n2)c1	8	-1	0.4	0	119	-3	-2	-1	2
5	O=C(CSc1nnnn1C1CCCCC1)NCCc1ccccc1	-7	-11	-2.2	1	86	3	-3	3	-5
6	Cc1ccc(C(=O)NCc2ccccn2)cc1NC1=NC2CS(=O)(=O)CC2S1 (centres undefined)	-3	11	0.9	-5	112	3	-4	2	8
7	Cc1ccc(-c2ccc(/C=N/n3cnnc3)o2)cc1	-4	14	2.0	-4	108	0	-1	2	-17
8	CC(C)OC(=O)Cn1c(=O)sc2ccccc21	-3	3	1.2	8	93	1	-3	-1	4
9	CC(C)c1nc(SCC(=O)NC(=O)NC(C)(C)C)n[nH]1	0	2	0.2	1	98	-2	0	2	-3
10	O=C(NCCCN1CCC(Cc2ccccc2)CC1)c1ccc2nc(N3CCOCC3)sc2c1	2	-23	-4.0	-7	101	-1	10	8	-1
11	Cc1cc(NC(=O)Cc2csc(-c3ccccc3)n2)ccc1Br	4	25	2.4	6	82	-3	2	1	-8
12	Cc1csc(NC(=O)C2CCCCN2S(=O)(=O)c2ccccc2)n1 (centres undefined)	2	-3	-2.6	1	98	2	0	-2	9
13	CCCCOC(=O)c1ccc(NC(=S)NC(=O)c2ccco2)cc1	7	-5	4.2	2	97	0	-1	3	4
14	CC1CCc2c(c3ccccc3[nH]c2=O)O1 (centres undefined)	4	-12	1.2	-9	100	-4	-11	-2	0
15	Cc1cccc(C)c1OCC(=O)Nc1ccccc1C(=O)N1CCOCC1	3	6	-0.3	5	109	-1	-1	2	-1
16	c1ccc(C(c2nnnn2Cc2cccs2)N2CCN(C3CCCC3)CC2)cc1 (centres undefined)	-1	4	0.7	9	86	-5	-1	-2	-5
17	O=C(COc1cccc(F)c1)NNC(=O)Cc1ccc(S(=O)(=O)N2CCOCC2)s1	nt	5	0.2	nt	102	nt	2	nt	0
18	O=C(c1ccncc1)N1CCN(C2CCCCC2)CC1	-2	7	3.6	2	92	-2	-1	-2	19
19	COc1cc2c(cc1OC)CN(Cc1cccs1)CC2	5	16	0.1	4	89	0	2	-3	4
20	CCOC(=O)c1c(C2CCN(C(=O)OCC)CC2)nc2ccccn12	-8	0	0.1	11	88	-5	2	-3	6
21	CCCn1c(SCC(=O)Nc2cccc(S(=O)(=O)N3CCCC3)c2)n[nH]c1=O	1	7	-1.1	7	96	-1	-3	-17	3
22	COc1ccc(/C=C\c2onc(C)c2S(=O)(=O)N2CCC(C(=O)NCCC(C)C)CC2)cc1	16	9	-1.0	-2	100	-2	-1	4	2
23	CC(C)(C)N(C(=O)Cn1nnc(-c2ccc(F)cc2)n1)C(C(=O)NC1CCCC1)c1ccncc1 (centres undefined)	2	18	1.4	-2	113	0	2	-2	5
24	C/C(CC(=O)N(C(C)C)C(C)C)=N\NC(=O)c1ccccc1Br	1	-16	2.4	3	106	0	0	-3	32
25	O=C(NCC1CCCO1)Nc1cc(Cl)cc(Cl)c1 (centres undefined)	-12	3	1.1	-9	98	2	-10	-3	-4
26	C=CCNCc1cccn1-c1ccccc1	-1	6	1.0	6	109	4	1	0	-2
27	Cc1cccc(C(=O)NCc2nnc(SCC(=O)Nc3nnc(C)s3)n2C)c1	-8	11	3.1	-4	98	1	1	2	-18
28	C/C(=N\NC(=O)Cc1c(C)[nH][nH]c1=O)c1ccc2ccccc2c1	-5	3	0.1	5	93	-1	1	2	-2
29	COc1cc(C#N)c(N=C(SCC#N)N2CCOCC2)cc1OC	-1	9	-0.2	1	108	3	-6	7	39
30	Cn1c(S(=O)(=O)Cc2ccc(Cl)cc2)nc2ccccc21	-7	-2	2.1	-10	100	0	-8	-1	4
31	O=C(COc1ccc(Cl)cc1)Nc1ccc(C(=O)NCc2cccnc2)cc1	0	-3	-1.1	-5	100	0	-3	4	21
32	COc1cccc(-c2nc(N3CCN(Cc4ccccc4)CC3)c3ccccc3n2)c1O	1	4	0.9	8	107	1	-3	-1	-2
33	O=c1[nH]c2ccccc2n2c(=S)[nH]nc12	-1	-1	0.3	4	101	-2	-5	2	-9
34	NC(=O)SCC(=O)Nc1cccc(Cl)c1	-7	-2	0.2	-19	115	1	0	6	8
35	COc1ccc(OC)c(/C=C/C(=O)OCC(=O)NCc2ccco2)c1	nt	9	0.4	nt	94	nt	-3	nt	-2
36	CCOC(=O)N1CCN(C(=O)c2cn(C)c3ccc(S(=O)(=O)N4CCCC4)cc3c2=O)CC1	-1	13	-1.0	9	103	-1	-4	0	-3
37	S=c1[nH]nc(COc2ccc(Cl)cc2Cl)n1-c1ccccc1	-10	-4	0.6	3	109	-1	4	5	7
38	CCc1ccc(-c2n[nH]c(=O)c3ccccc23)cc1	-2	1	1.4	-7	86	-4	-2	2	42
39	CC(=O)Nc1ccc2[nH]c(C)cc(=O)c2c1	5	87*	-2.4	11	89	1	-4	-1	-4
40	COc1cccc(C(C#N)N2CCCCC2)c1O (centres undefined)	4	10	-0.4	8	90	0	-1	0	-3
41	CCc1c(C)[nH]c2c(C)cccc2c1=O	-2	-13	1.9	-3	93	0	2	-2	-3
42	Cc1nn(C)c(C(=O)N2CCc3ccccc32)c1Br	-12	-7	2.7	-1	98	0	-1	-1	-8
43	Cc1cc(NC(=O)CCCN2C(=O)/C(=C/c3ccccc3Cl)SC2=S)no1	16	3	3.8	10	107	-1	1	1	-4
44	COc1ccc(NCc2nnc(SCC(=O)Nc3ccccc3OC)o2)cc1	1	-2	1.5	-8	109	2	-2	-3	3
45	O=C(OCc1csc(Nc2ccccc2)n1)c1ccc(Cl)cc1	3	-1	4.4	-10	82	0	1	2	-1
46	O=C(c1ccc(F)cc1)N1CCC(n2nnc3ccccc32)CC1	4	7	1.3	3	92	-1	-2	-2	-9
47	COc1cccc(-c2csc(N3CCN(CC(=O)Nc4ccc5c(c4)OCO5)CC3)n2)c1	1	-8	2.1	-12	113	1	1	-1	-1
48	COC(=O)C1=C(N)Oc2cc(C)n(C)c(=O)c2C1c1ccc(Cl)cc1 (centres undefined)	4	1	-0.2	-1	106	-2	-5	1	-2
49	CCN(CC)CCN(C(=O)c1ccc2ccccc2c1)c1nc2ccc(OC)cc2s1	-3	3	-1.0	-3	101	4	2	2	-8
50	Cc1ccc(NC(=O)CSc2nncn2-c2ccccn2)cc1Cl	-2	-2	1.9	-14	122	-1	-2	2	-24
51	CC1CN(Cc2ccccc2)c2nc3c(c(=O)[nH]c(=O)n3C)n2C1 (centres undefined)	-2	-1	1.2	-12	110	1	-3	-1	2
52	CCOc1ccc(N(CC(=O)Nc2c(C)n(C)n(-c3ccccc3)c2=O)S(=O)(=O)c2ccccc2)cc1	7	5	-0.9	8	91	-1	-1	7	-12

Screens from PubChem.
